TRHR PAM = TRH receptor (human) allosteric enhancement; P34981; TRHR cells, fluo-8 calcium fluorescence, EC20 TRH enhancement; enhancement, % at 2 µM; actives 0.66% (n = 360,000); in the data active = enhancement above about 30%; note: 0% is about no effect
Target sequence (P34981 whole entry, looked up): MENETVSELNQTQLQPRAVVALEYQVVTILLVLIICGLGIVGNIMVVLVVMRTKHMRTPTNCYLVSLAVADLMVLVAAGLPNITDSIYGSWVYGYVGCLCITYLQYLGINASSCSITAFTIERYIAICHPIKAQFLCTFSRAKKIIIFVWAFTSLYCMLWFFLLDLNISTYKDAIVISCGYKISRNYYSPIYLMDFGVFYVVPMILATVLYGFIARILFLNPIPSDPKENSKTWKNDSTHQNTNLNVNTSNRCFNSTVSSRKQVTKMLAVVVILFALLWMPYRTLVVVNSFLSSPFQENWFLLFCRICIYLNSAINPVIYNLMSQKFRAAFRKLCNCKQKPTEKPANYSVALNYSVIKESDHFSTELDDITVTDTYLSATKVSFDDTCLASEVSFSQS
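Enhancer read-out: after compound pinning and an initial kinetic agonist-mode read, an EC20 of TRH (10 nM final) was injected and fluo-8 calcium signal (Ex 480/Em 530) followed at 1 s/cycle for 100 cycles in TRHR-expressing cells.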
D1 antag = antagonists of human D1 dopamine receptor; P21728; HEK293 TREx D1 cells, calcium flux, dopamine EC80; active compounds read low; AID 504652; actives 3.2% (n = 360,000); activity change, negative = inhibition, % at 10 µM; in the data active = activity change below about -30%; note: % is set by controls: 0 for no effect and ±100 for the full control effect
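Cells carrying a force-coupled, tetracycline-inducible human D1 receptor report calcium flux. Each well gets a 10 s baseline, compound with 180 s monitoring, then an EC80 dopamine stimulus with a second 180 s kinetic read.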
D1 ag = agonists of human D1 dopamine receptor. P21728. HEK293 T-REx D1 cells, calcium flux, agonist mode. activation, % at 2 µM. actives 1% (n = 360,000). AID 504660; note: 0% is about no effect
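Inducible HEK293 T-REx D1 cells, force-coupled to calcium signalling, were plated at 4000 cells/well with tetracycline and held overnight at 30 C. After no-wash calcium dye loading, compound-evoked calcium rise over 180 s flagged agonists.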
D2 PAM = positive allosteric modulators of human D2 dopamine receptor; potentiation, % at 10 µM; HEK293 T-REx D2, calcium flux, EC20 dopamine potentiation; actives 0.34% (n = 340,000);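 active = potentiation over 3 SD above the plate norm, cut at about 30% in these data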; note: 0% is about no effect
Target sequence (P14416 whole entry, looked up): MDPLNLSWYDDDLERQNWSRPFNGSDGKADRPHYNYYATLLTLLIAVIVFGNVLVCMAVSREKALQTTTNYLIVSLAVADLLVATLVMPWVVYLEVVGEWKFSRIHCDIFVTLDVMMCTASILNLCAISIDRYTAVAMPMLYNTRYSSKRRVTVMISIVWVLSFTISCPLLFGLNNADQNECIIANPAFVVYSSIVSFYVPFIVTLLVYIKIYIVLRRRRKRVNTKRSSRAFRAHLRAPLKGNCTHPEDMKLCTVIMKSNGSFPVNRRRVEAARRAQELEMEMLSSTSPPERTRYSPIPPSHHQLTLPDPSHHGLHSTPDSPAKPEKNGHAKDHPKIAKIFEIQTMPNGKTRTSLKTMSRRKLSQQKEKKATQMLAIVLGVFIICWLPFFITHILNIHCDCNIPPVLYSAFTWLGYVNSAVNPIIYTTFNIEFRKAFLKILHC
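Calcium flux readout, no-wash dye, 1 read/s. Inducible HEK293 Trex D2 line, overnight 30 C. Compound alone 180 s (agonist flags), then EC20 dopamine, another 180 s to score potentiation.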
D2 ag = agonists of human D2 dopamine receptor | P14416 | HEK293 T-REx D2 cells, calcium flux agonist mode | activation, % at 2 µM | actives 0.53% (n = 340,000) | AID 485358;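 active = activation over 3 SD above normal in the single-dose calcium agonist read, cut at about 30% in these data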; note: 0% is about no effect
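HEK293 Trex D2 cells, tetracycline-induced, o/n 30 C 5% CO2; no-wash Ca dye, RT 30–90 min; 10-cycle baseline, 23 nl cpd added, kinetic Ca read 180 s; agonist hits = positive Ca response.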
RXFP1 antag = RXFP1 (human) relaxin receptor antagonism; actives 0.59% (n = 350,000); HEK293-RXFP1, relaxin-stimulated cAMP HTRF, 30 min; active compounds read low; Q9HBX9; AID 1259400; activity change, negative = inhibition, % at 57.5 µM;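 active = activity change of -60% or lower, but not beyond a set lower limit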; note: % is set by controls: 0 for no effect and ±100 for the full control effect
TRHR ag = activates the human TRH receptor. actives 0.18% (n = 360,000). TRHR cells, calcium flux fluo-8, FDSS agonist mode. P34981. activation, % at 2 µM; note: 0% is about no effect
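Steps: seed TRHR cells overnight; add fluo-8 no-wash Ca dye, RT 30 min–1.5 h; record 10 s baseline; pin-transfer compounds; monitor fluorescence 1 cycle/s for the agonist window. Calcium increases flag candidate agonists.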
D2 antag = D2 dopamine receptor (human) antagonism | P14416 | actives 2% (n = 340,000) | HEK293 TREx D2 cells, calcium flux, dopamine EC80 | inhibition, % at 10 µM; in the data active = inhibition above about 30%; note: 0% is about no effect
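Compounds are added to dye-loaded, induced HEK293 T-REx cells coupled to calcium release via D2; after a 3 min kinetic read an EC80 dopamine stimulus is given and fluorescence is recorded for 3 more min.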
D1 potentiator = potentiators of human D1 dopamine receptor; HEK293 TREx D1 cells, calcium flux, dopamine EC20 potentiation; AID 504651; potentiation, % at 10 µM; actives 0.036% (n = 360,000); in the data active = potentiation above about 30%; note: 0% is about no effect
Active calls of the source: *. Cut-off read from the data, not from the text of the source, unless noted: active = activation above about 30%; inactive = the rest. This is a subset. The share of hits here may be higher or lower than overall.

`C[N+](C)(C)c1ccccc1` gave TRHR PAM 4.3, D1 antag 4.4, D1 ag 2.9, D2 PAM 2.2, D2 ag 1.4, TRHR ag -0.6, D2 antag -5.1 and D1 potentiator 9.4.
`N#CCCn1cc(C(=O)Nc2ccc([N+](=O)[O-])cc2)c(-c2ccc3c(c2)OCCO3)n1` gave TRHR PAM 9.8, D1 antag -13.4, D1 ag 3.6, D2 PAM 25.2, D2 ag -0.2, RXFP1 antag 2.2, TRHR ag -0.5, D2 antag -14.5 and D1 potentiator -9.4.
CC(N)Cc1cn(Cc2ccccc2)c2ccccc12 (stereo unspecified) was read as TRHR PAM 4.3, D1 antag 4.0, D1 ag 46.9*, D2 PAM -5.6, D2 ag 1.6, RXFP1 antag 10.1, TRHR ag 2.0, D2 antag 3.6 and D1 potentiator -6.5.
O=c1[nH]c(=O)n(C2CCCCCC2)c(O)c1C=NCC1CCCO1 (stereo unspecified) was read as TRHR PAM -2.3, D1 antag 9.2, D1 ag -1.2, D2 PAM -6.2, D2 ag 0.3, RXFP1 antag -15.8, TRHR ag 0.0, D2 antag -3.4 and D1 potentiator 4.7.
For COC(=O)C1=C(c2cccc(C#N)c2)C[C@@H]2CC[C@H]1N2C(=O)NCCOc1ccccc1 the results were TRHR PAM 15.1, D1 antag 0.5, D1 ag -1.8, D2 PAM -4.4, D2 ag 0.3, TRHR ag -0.2, D2 antag 4.0 and D1 potentiator 2.3.
CCN1CCN(C(=O)Cc2c(C)n(C(=O)c3ccc(Cl)cc3)c3ccc(OC)cc23)CC1 was read as TRHR PAM -1.1, D1 antag 5.8, D1 ag 0.3, RXFP1 antag 0.8, TRHR ag 0.3 and D1 potentiator -2.6.
Screening O=C(CCc1nc(C2=CCN(Cc3cccc(Cl)c3)CC2)no1)Nc1ccccc1F returned TRHR PAM -1.6, D1 antag -5.6, D1 ag 5.8, D2 PAM 4.4, D2 ag 0.6, TRHR ag 0.1 and D1 potentiator 1.9.
Cc1cc(/C=C2/C(=O)NC(=O)N(c3ccc(Br)cc3)C2=O)c(C)n1C was read as TRHR PAM -1.9, D1 antag -8.6, D1 ag 0.1, D2 PAM 10.4, D2 ag 0.4, RXFP1 antag -3.6, TRHR ag 0.3, D2 antag -6.5 and D1 potentiator -9.1.
For Cc1nn(C)c(C)c1/C=C1/CC2C3CC=C4CC(O)CCC4(C)C3CCC2(C)C1=O (stereo unspecified) the results were TRHR PAM 6.7, D1 antag -1.5, D1 ag -0.1, D2 PAM 8.0, D2 ag 0.2, RXFP1 antag -0.4, TRHR ag -0.3, D2 antag -14.5 and D1 potentiator 1.8.
For Cc1cccn2c(=O)c3c(nc12)N1CCc2ccccc2C1C1(C3)C(=O)NC(=O)N(C)C1=O (stereo unspecified) the results were TRHR PAM 1.3, D1 antag -2.9, D1 ag -1.1, D2 PAM -11.4, D2 ag 0.3, RXFP1 antag -13.5, TRHR ag -0.6, D2 antag -7.0 and D1 potentiator -0.5.
For Nc1ncc(P(=S)(N2CCOCC2)N2CCOCC2)s1 the results were TRHR PAM -3.5, D1 antag -4.6, D1 ag 2.0, D2 PAM 6.5, D2 ag 0.4, RXFP1 antag -9.1, TRHR ag 1.1, D2 antag 3.5 and D1 potentiator -0.2.
`CCCNC(=O)N1[C@H]2CC[C@@H]1C(C(=O)OC)=C(c1ccc(Cl)c(C(F)(F)F)c1)C2` gave TRHR PAM -20.7, D1 antag 12.6, D1 ag 1.6, D2 PAM -5.0, D2 ag 0.5, TRHR ag 0.7, D2 antag -5.1 and D1 potentiator -3.0.
Screening CCN1C(=O)NC(=O)/C(=C\c2cn(CC(=O)N3CCCCC3C)c3ccccc23)C1=O (stereo unspecified) returned TRHR PAM -18.7, D1 antag -30.5*, D1 ag 11.4, D2 PAM 2.3, D2 ag 3.3, RXFP1 antag -10.2, TRHR ag 2.9, D2 antag 0.9 and D1 potentiator -1.4.
Screening CC(=O)Nc1cc(C(=O)N2CCC3(CC2)OCCO3)ccc1S(=O)(=O)c1ccc(Cl)cc1 returned TRHR PAM 4.7, D1 antag -87.2*, D1 ag 2.0, RXFP1 antag -2.4, TRHR ag 0.1 and D1 potentiator -2.5.
Screening O=C(Nc1c(F)cc(F)cc1F)c1cccn(Cc2ccccc2)c1=O returned TRHR PAM -4.3, D1 antag -7.8, D1 ag 12.2, D2 PAM 3.9, D2 ag -0.1, RXFP1 antag 6.5, TRHR ag -0.1, D2 antag 0.8 and D1 potentiator -7.2.

Grouped by structure, those above containing sulfur (2)
For Nc1ncc(P(=S)(N2CCOCC2)N2CCOCC2)s1 the results were TRHR PAM -3.5, D1 antag -4.6, D1 ag 2.0, D2 PAM 6.5, D2 ag 0.4, RXFP1 antag -9.1, TRHR ag 1.1, D2 antag 3.5 and D1 potentiator -0.2.
Screening CC(=O)Nc1cc(C(=O)N2CCC3(CC2)OCCO3)ccc1S(=O)(=O)c1ccc(Cl)cc1 returned TRHR PAM 4.7, D1 antag -87.2*, D1 ag 2.0, RXFP1 antag -2.4, TRHR ag 0.1 and D1 potentiator -2.5.

Going on with the list.
COc1ccccc1-n1c(-c2ccc(C)cc2)nc2ccccc2c1=O was read as TRHR PAM -9.6, D1 antag 1.0, D1 ag 1.2, D2 PAM 5.7, D2 ag -0.5, RXFP1 antag -6.1, TRHR ag -1.6, D2 antag 9.3 and D1 potentiator 3.8.
For CSCCC(N=Cc1c(O)n(-c2ccc(Cl)cc2)c(=O)[nH]c1=O)C(=O)OC(C)(C)C (stereo unspecified) the results were TRHR PAM -1.3, D1 antag 27.8, D1 ag 2.6, D2 PAM 1.6, D2 ag -0.6, RXFP1 antag 1.1, TRHR ag -0.3, D2 antag -16.1 and D1 potentiator 2.6.
For Clc1ccccc1CN1CCN(c2ccccc2Cl)CC1 the results were TRHR PAM 18.1, D1 antag -7.0, D1 ag 2.5, D2 PAM -24.9, D2 ag 15.3, RXFP1 antag 15.4, TRHR ag 0.3, D2 antag -25.0 and D1 potentiator 0.4.
Screening Cn1c(C(=O)O)c(CC(=O)N2CCN(Cc3ccccc3)CC2)c2ccccc21 returned TRHR PAM 14.2, D1 antag -1.4, D1 ag -0.8, D2 PAM -8.5, D2 ag -0.5, RXFP1 antag 5.9, TRHR ag -0.4, D2 antag 4.6 and D1 potentiator -2.7.
`O=c1c2ccccc2nc(-c2ccccc2)n1-c1ccc(O)cc1` gave TRHR PAM 46.5*, D1 antag -18.0, D1 ag 2.1, D2 PAM 0.9, D2 ag -0.9, RXFP1 antag 15.8, TRHR ag 0.1, D2 antag 3.6 and D1 potentiator -3.1.
`O=[N+]([O-])c1ccc(Nc2ccccc2)cc1` gave TRHR PAM -0.7, D1 antag -25.6, D1 ag 1.2, D2 PAM -0.3, D2 ag 1.4, RXFP1 antag -3.7, TRHR ag 0.5, D2 antag -23.8 and D1 potentiator -4.3.
Cn1cc(C(=O)NP(=O)(N2CCOCC2)N2CCOCC2)c2ccccc21 was read as TRHR PAM 0.6, D1 antag -3.8, D1 ag -1.9, D2 PAM -5.1, D2 ag 0.2, RXFP1 antag -16.2, TRHR ag 1.0, D2 antag 1.6 and D1 potentiator 1.4.
For CCN1CCN(CC(=O)c2c(C)n(Cc3ccccc3)c3ccc(OC)cc23)CC1 the results were TRHR PAM -1.3, D1 antag 3.0, D1 ag 2.7, D2 PAM -3.9, D2 ag -0.3, RXFP1 antag -18.5, TRHR ag 0.2, D2 antag -0.2 and D1 potentiator -5.1.
COc1ccccc1CNC(=O)CCC(=O)N1C[C@H]2C[C@@H](C1)c1cccc(=O)n1C2 was read as TRHR PAM -0.7, D1 antag -8.2, D1 ag 3.2, D2 PAM 3.9, D2 ag 0.2, TRHR ag -0.9, D2 antag 5.7 and D1 potentiator -0.1.
For Cc1ccccc1-[n+]1c(-c2ccccc2)cc(-c2ccccc2)cc1-c1ccccc1 the results were TRHR PAM -3.6, D1 antag -11.5, D1 ag 1.2, D2 PAM 13.9, D2 ag -0.4, TRHR ag -0.3, D2 antag -9.8 and D1 potentiator -2.8.
`CC1CCCC(C2(O)C(=O)Nc3ccccc32)C1=O` (stereo unspecified) gave TRHR PAM 5.9, D1 antag -0.5, D1 ag 1.9, D2 PAM 1.0, D2 ag -1.0, RXFP1 antag -5.0, TRHR ag 0.6, D2 antag 4.8 and D1 potentiator 5.5.
Cc1c(C=O)c2ccccc2n1Cc1ccc([N+](=O)[O-])cc1 was read as TRHR PAM -6.6, D1 antag 4.6, D1 ag 4.2, D2 PAM 6.2, RXFP1 antag 7.1, TRHR ag 0.8 and D1 potentiator -4.3.
Screening Fc1ccc(CCNCc2ccccc2Cl)cc1 returned TRHR PAM 2.7, D1 antag 3.5, D1 ag 1.0, D2 PAM -6.4, D2 ag 1.6, RXFP1 antag 8.9, TRHR ag -1.1, D2 antag -9.8 and D1 potentiator -0.5.
O=c1[nH]c(=S)n(CCC2=CCCCC2)c(O)c1/C=N/N1CCOCC1 was read as TRHR PAM 11.9, D1 antag 30.6, D1 ag 4.3, D2 PAM 16.5, D2 ag -0.4, RXFP1 antag -6.4, TRHR ag 0.3, D2 antag 3.6 and D1 potentiator -1.3.
Screening Cc1ccc(C(C)C)c(OCC(=O)N2CCN(CC(=O)N3CCOCC3)CC2)c1 returned TRHR PAM -2.7, D1 antag 1.2, D1 ag -0.4, D2 PAM -9.8, D2 ag 0.0, RXFP1 antag -2.3, TRHR ag 0.2, D2 antag 29.2 and D1 potentiator -3.9.
Screening Cc1ncc(CN2CCCC(C(=O)c3ccc(C(C)(C)C)cc3)C2)s1 (stereo unspecified) returned TRHR PAM -2.3, D1 antag 0.4, D1 ag 28.8, D2 PAM -4.4, D2 ag -1.0, RXFP1 antag -22.3, TRHR ag 0.0, D2 antag 9.9 and D1 potentiator 0.3.
For CC(C)C[C@H](NC(=O)[C@@H]1CCCN1C(=O)[C@@H](N)Cc1ccc(O)cc1)C(=O)NCC(N)=O the results were TRHR PAM -3.2, D1 antag -36.6*, D1 ag 0.9, D2 PAM 3.0, D2 ag -2.1, TRHR ag 0.6, D2 antag 20.9 and D1 potentiator 6.5.
Screening CCN(CC)c1ccc(N=Cc2c(O)n(Cc3ccco3)c(=O)[nH]c2=O)cc1 returned TRHR PAM 0.7, D1 antag -2.5, D1 ag 31.0*, D2 PAM -6.3, D2 ag 4.1, RXFP1 antag -19.3, TRHR ag 9.4, D2 antag -6.1 and D1 potentiator -1.6.
`CCN(CCNc1ccc([N+](=O)[O-])c2cccnc12)S(=O)(=O)c1ccc(Cl)cc1` gave TRHR PAM -6.2, D1 antag -2.0, D1 ag 7.0, D2 PAM 4.4, D2 ag -0.1, RXFP1 antag 1.0, TRHR ag 1.1, D2 antag -9.8 and D1 potentiator -2.4.
For Cc1cccc(-n2c(O)c(/C=N/Nc3nc4c(c(=O)n(C)c(=O)n4C)n3C)c(=O)[nH]c2=S)c1 the results were TRHR PAM 4.2, D1 antag -5.4, D1 ag 4.7, D2 PAM 0.9, D2 ag 0.4, RXFP1 antag 4.4, TRHR ag 1.1, D2 antag -1.6 and D1 potentiator -4.0.

Bioassay records (PubChem BioAssay)
